Screening data from PubChem BioAssay.
14-3-3 Bad inh = disrupts binding of bovine 14-3-3 zeta to phospho-Bad peptide; P63103; TR-FRET 14-3-3zeta/Dy647-pBad peptide displacement, 1 h; inhibition, % at 21.7 µM; hit rate 0.71% among 220,000;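 active = inhibition above about 70%, limit read from the data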;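 note: 0% = full 14-3-3 plus peptide FRET controls and 100% = background without 14-3-3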
EBV gp42 block = blocks Epstein-Barr virus glycoprotein 42 binding; Q1HVG2; Fluorescence polarization binding assay, mP read-out; inhibition, % (tested at 21.74 µM); hit rate 0.42% among 220,000; AID 1085; in the data active = inhibition above about 50%
Runt-SMMHC FRET = inhibitors of human RUNX1 Runt domain binding to CBFb-SMMHC. inhibition, % at 20 µM. Q01196+Q13951. Cerulean-Runt/Venus-CBFb-SMMHC FRET ratio 530/480, 1 h. hit rate 0.74% among 220,000;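 active = mean inhibition across duplicate retests at 20 µM reaching about 50%, limit read from the data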;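 note: 0% = DMSO wells and 100% = wells with excess untagged CBFb-SMMHC; inhibitors lower the FRET ratio by blocking Runt binding to CBFb-SMMHC; some results filed as inactive read as strong as hits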
TbHK1 inh = blocks Trypanosoma brucei hexokinase 1 activity; recombinant TbHK1, G6PDH-coupled NADH A340; inhibition, % at 10 µM; hit rate 0.11% among 220,000; AID 1430;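 active = inhibition of 50% or more in the single-dose primary screen; inactive = inhibition below 50%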
Runt-CBFb FRET = blocks binding of human RUNX1 Runt domain to CBFb. inhibition, % at 20 µM. hit rate 0.46% among 220,000. Q01196+Q13951. AID 1496. Cerulean-Runt/Venus-CBFb FRET ratio 530/480, 1 h;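 active = inhibition over about 50% at 20 µM in the single-dose screen, limit read from the data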;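 note: 0% = DMSO wells and 100% = excess unlabeled CBFb competitor control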
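Doses: 20 µM compound in 1% DMSO | Material: Cerulean-labeled Runt domain protein | Amount: Each fluorescent fusion protein 100 nM | Schedule: Two 1 h room-temperature incubations shielded from light | Measured by: FRET fluorescence | Evaluation: Loss of energy transfer signal | Controls: Unlabeled CBFb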
Hck Nef HTS = blocks Nef-activated human Hck kinase. hit rate 0.68% among 220,000. AID 463187. inhibition, % at 20 µM. Recombinant Hck-YEEI plus Nef, Z-Lyte FRET kinase assay. P08631;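 active = Hck-Nef kinase inhibition above about 50%, limit read from the data; inactive = inhibition below that limit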;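 note: 0% = DMSO with Hck plus Nef and 100% = Hck alone without Nef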
Target sequence (P08631 whole entry, looked up): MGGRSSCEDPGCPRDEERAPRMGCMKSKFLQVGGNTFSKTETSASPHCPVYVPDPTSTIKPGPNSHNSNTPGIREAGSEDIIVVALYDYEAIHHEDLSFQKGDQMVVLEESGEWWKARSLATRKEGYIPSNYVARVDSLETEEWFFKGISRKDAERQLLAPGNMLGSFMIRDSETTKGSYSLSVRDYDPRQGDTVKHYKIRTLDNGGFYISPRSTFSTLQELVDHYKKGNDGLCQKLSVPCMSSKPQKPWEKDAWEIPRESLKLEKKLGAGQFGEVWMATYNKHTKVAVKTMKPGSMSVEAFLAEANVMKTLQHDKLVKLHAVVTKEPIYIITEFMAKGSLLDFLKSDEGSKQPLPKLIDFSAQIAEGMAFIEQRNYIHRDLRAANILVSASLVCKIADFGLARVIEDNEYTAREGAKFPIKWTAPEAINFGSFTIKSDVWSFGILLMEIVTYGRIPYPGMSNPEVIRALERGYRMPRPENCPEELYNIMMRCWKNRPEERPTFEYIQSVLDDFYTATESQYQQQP
Mdm2 ligase inh = Mdm2 E3 ligase (human) inhibition | cell-based MDM2 ubiquitination luciferase reporter, 2 h; 0 = plate control, 100 = twice control, blank-subtracted | signal enhancement, % at 5 µM | hit rate 0.11% among 210,000 | AID 1230;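 active = signal enhancement of 30% or more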;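 note: luminescence tracks abundance of the self-degrading MDM2-luciferase fusion protein; higher signal means inhibition of MDM2 E3 ligase activity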
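test system = mammalian cells stably expressing self-ubiquitinating, self-degrading MDM2 E3–luciferase fusion | quantity = 2000 cells/well | incubation = cell settling 4 h, compound treatment 2 h, both 37 °C | signal = luminescence with SteadyLite reagent, 15 min at room temperature | evaluation = % enhancement relative to plate controls after blank subtraction | benchmarks = plate controls and plate blanks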
zVAD death inh = blocks zVAD induced death of L929 cells; L929 zVAD necroptosis rescue, ATP luminescence, 24 h; with zVAD 60 µM; AID 1377; viability rescue, % at 10 µM; hit rate 0.38% among 220,000;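 active = activation, scaled between plate controls, above about 75%, limit read from the data; inactive = activation under that limit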;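 note: 0% = zVAD with DMSO and 100% = DMSO alone without zVAD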
NCF1 inh = blocks human p47phox regulatory protein of NADPH oxidases | p47phox/p22phox peptide binding, fluorescence polarization, 2 h | inhibition, % at 24.7 µM | AID 1274 | P14598 | hit rate 0.53% among 220,000;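 active = inhibition above about 30%, limit read from the data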;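 note: 0% = p47phox with labelled peptide and 100% = labelled peptide alone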
Target sequence (P14598 whole entry, looked up): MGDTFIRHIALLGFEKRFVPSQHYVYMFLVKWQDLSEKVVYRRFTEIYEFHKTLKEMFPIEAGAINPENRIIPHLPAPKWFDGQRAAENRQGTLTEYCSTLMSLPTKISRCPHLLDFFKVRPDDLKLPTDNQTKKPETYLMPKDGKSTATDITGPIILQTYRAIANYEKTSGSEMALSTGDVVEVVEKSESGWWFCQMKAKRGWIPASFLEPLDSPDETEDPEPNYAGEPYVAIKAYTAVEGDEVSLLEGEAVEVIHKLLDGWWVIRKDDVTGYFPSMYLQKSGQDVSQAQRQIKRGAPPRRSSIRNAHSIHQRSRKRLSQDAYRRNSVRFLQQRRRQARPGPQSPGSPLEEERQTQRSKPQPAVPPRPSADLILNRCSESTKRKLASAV
* hit, by the source's call; . = no result given; [ ] = remark or other dose.

SMILES	14-3-3 Bad inh	EBV gp42 block	Runt-SMMHC FRET	TbHK1 inh	Runt-CBFb FRET	Hck Nef HTS	Mdm2 ligase inh	zVAD death inh	NCF1 inh
COc1ccccc1NC(=O)c1sc2nc(Cc3ccccc3)cc(C(F)(F)F)c2c1N	-18[fluorescence artefact?]	74*	-186	-19	-136	-3	0	0.8	-57
C=CC1=C(C(=O)O)N2C(=O)C(NC(=O)Cc3ccccc3)C2SC1 (configuration not stated)	18	4	1	7	2	0	-12	0.0	-19
Cc1cccc(-c2n[nH]c(S(C)(=O)=O)c2C#N)c1	-1	-13	-2	-7	1	5	-22	0.9	-3
COc1cc(NC(=O)c2ccc(COCC(F)(F)F)cc2)cc(OC)c1OC	-3	-25	3	-3	-3	1	9	0.5	-6
CNC(=O)c1ccsc1NC(=O)c1ccccc1	-6	-4	-4	-15	1	24	-5	1.2	-3
O=C(Nc1ccccc1)c1cccc(S(=O)(=O)Oc2ccc([N+](=O)[O-])cc2)c1	8	11	3	4	-2	1	-10	2.1	0
CC(C)(C)NC(=O)COC(=O)Cc1ccc(Cl)cc1	-1	-19	-4	-11	0	2	-4	0.0	-1
CCOC(=O)N1CCC(NC(=O)c2cc(S(=O)(=O)N3CCCC3)cn2C)CC1	-2	-10	-3	4	0	-2	-3	0.9	-3
COc1ccc(C)cc1-n1nnnc1SCC(=O)N1CCC(C(=O)Nc2nccs2)CC1	6	-28	1	-1	-2	0	-7	0.2	3
O=C(CN1CCCCC1)NCCNC(=O)CN1CCCCC1	15[fluorescence artefact?]	-3	1	-10	0	-1	-3	0.7	-9
Cc1ccc(C)c(NC(=S)NNC(=S)Nc2ccc(C(C)C)cc2)c1	-13	16	10	11	4	35	.	7.6	-21
O=C(c1ccccc1-c1nc(-c2ccccc2)no1)N1CCOCC1	3	-15	1	-10	2	0	-12	0.0	-6
CCOC(=O)Nc1cc(OC)c(OC)cc1Cc1nccc2cc(OC)c(OC)cc12	6	-12	3	1	-4	1	16	-0.2	-6
Cc1nc(N2CCOCC2)c2c(C)c(C(=O)Nc3ccc(F)cc3F)sc2n1	-10	-8	0	-20	-2	21	-5	-0.3	-1
CCC(Sc1ccc(Cl)cc1)C(=O)Nc1nnc(-c2cccc([N+](=O)[O-])c2)s1 (configuration not stated)	9	-6	4	-4	0	-5	.	.	-8
COC(=O)c1ccc(C(c2c(N)n(Cc3ccccc3)c(=O)n(C)c2=O)N2CCOCC2)cc1 (configuration not stated)	7	-4	-4	3	-2	-1	-12	-0.1	-7
CN1CCN(CCCNC(=O)c2ccc(Cn3c(=S)[nH]c4ccc(Br)cc4c3=O)cc2)CC1	-4	-17	0	4	4	17	-2	13	-9
CCC(O)(CCN1CCCCC1)c1ccccc1 (configuration not stated)	-12	-3	-31	3	-1	2	-19	1.4	0
CCOc1ccc(C(C)=O)cc1CN1C(=O)NC(C)(C2CC2)C1=O (configuration not stated)	13	-18	1	-5	-1	10	-5	1.0	-22
Cc1ccc(-c2cc(-c3ccccc3O)nc(N/N=C/c3cccnc3)n2)cc1	3	-5	-12	-29	-6	5	-13	0.7	-9
COc1ccccc1/C=C1\SC(=S)N(N2C(=O)CCCC2=O)C1=O	3	-6	-14	-8	-6	3	-11	1.8	-5
C=CCN=C1CCCc2c1[nH]c1ccc(C)cc21	-6	-7	-4	-10	2	24	1	31	-4
Cc1onc(-c2c(F)cccc2Cl)c1C(=O)OCC(=O)NC1CC1	3	-4	2	5	-1	19	-4	0.2	-4
Cc1cccc(NC(=O)c2cnn3ccccc23)c1C	15	-11	-6	-14	1	12	-14	1.5	-4
CCc1ccc(-c2nn(Cc3ccccc3)cc2/C=C/C(=O)O)cc1	8	-10	-3	-1	0	-18	-2	74	-8
CCCOc1ccc(-c2cnc(SCC(N)=O)nc2N)cc1	-4	-2	4	-1	28	9	-4	-0.1	-7
CS(=O)(=O)Nc1ccc(C(=O)NC2CCCC2)cc1	10[fluorescence artefact?]	-6	-2	3	1	1	-1	0.0	-5
O=C1CC(c2ccccc2F)C2=C(COC2=O)N1 (configuration not stated)	12	0	-1	7	-2	16	-20	-0.9	-1
CCOC1(NC(=O)c2ccccc2)C(C)=CC(=O)C=C1C	-6[fluorescence artefact?]	-19	4	6	17	4	-5	2.3	1
COc1ccc(/C=C/C(=O)c2c(O)c(OC)c3occc3c2OC)cc1	-5	6	-2	3	-3	2	-4	-1.2	-6
CC(C(=O)c1ccccc1)n1cnc2ccccc2c1=O (configuration not stated)	-14	0	2	0	2	1	-7	-0.2	10
CNC(=O)c1oc(-c2ccc(Cl)cc2)nc1C	-9	-10	0	5	0	23	-1	0.2	-9
CCCCOc1cccc(C(=O)O)c1	-14[fluorescence artefact?]	-9	2	-4	2	1	-23	0.0	-2
CCSc1nc(NCCN(C)C)c2c3c(sc2n1)COC(C)(CC)C3 (configuration not stated)	-11	-4	4	1	0	7	-14	-0.6	-23
Cc1nn(C(=O)CNC(=O)c2ccccc2)c(C)c1C	-5	0	-2	-4	1	-32	-3	0.0	-2
COc1cccc(NC(=O)CSc2nnc(-c3cc(-c4ccccn4)nc4ccccc34)o2)c1	0	-1	-8	-8	0	2	7	0.2	-7
CCN(CC)C1CC(=O)N(c2cccc(C)c2)C1=O (configuration not stated)	-5	-13	3	4	6	3	-15	1.7	-10
CCNS(=O)(=O)c1cc(S(C)(=O)=O)ccc1Cl	-1	-4	-2	0	-1	-8	-6	-1.1	-7
CCC(=O)Nc1nc(CC(=O)Nc2ccccc2)cs1	65[fluorescence artefact?]	-28	7	1	1	1	-12	-0.1	-6
CC1(C)CC(=O)C2=C(C1)N(Cc1ccco1)C(=O)C2(O)C(F)(F)F (configuration not stated)	-11	-7	-1	-3	0	0	-7	-0.5	4

Exported in CSV form: part of the list above
canonical_smiles,14-3-3 Bad inh,EBV gp42 block,Runt-SMMHC FRET,TbHK1 inh,Runt-CBFb FRET,Hck Nef HTS,Mdm2 ligase inh,zVAD death inh,NCF1 inh
CCc1ccc(-c2nn(Cc3ccccc3)cc2/C=C/C(=O)O)cc1,8,-10,-3,-1,0,-18,-2,74,-8
CCCOc1ccc(-c2cnc(SCC(N)=O)nc2N)cc1,-4,-2,4,-1,28,9,-4,-0.1,-7
CS(=O)(=O)Nc1ccc(C(=O)NC2CCCC2)cc1,10[fluorescence artefact?],-6,-2,3,1,1,-1,0.0,-5
O=C1CC(c2ccccc2F)C2=C(COC2=O)N1 (configuration not stated),12,0,-1,7,-2,16,-20,-0.9,-1
CCOC1(NC(=O)c2ccccc2)C(C)=CC(=O)C=C1C,-6[fluorescence artefact?],-19,4,6,17,4,-5,2.3,1
COc1ccc(/C=C/C(=O)c2c(O)c(OC)c3occc3c2OC)cc1,-5,6,-2,3,-3,2,-4,-1.2,-6
CC(C(=O)c1ccccc1)n1cnc2ccccc2c1=O (configuration not stated),-14,0,2,0,2,1,-7,-0.2,10
CNC(=O)c1oc(-c2ccc(Cl)cc2)nc1C,-9,-10,0,5,0,23,-1,0.2,-9
CCCCOc1cccc(C(=O)O)c1,-14[fluorescence artefact?],-9,2,-4,2,1,-23,0.0,-2
CCSc1nc(NCCN(C)C)c2c3c(sc2n1)COC(C)(CC)C3 (configuration not stated),-11,-4,4,1,0,7,-14,-0.6,-23
Cc1nn(C(=O)CNC(=O)c2ccccc2)c(C)c1C,-5,0,-2,-4,1,-32,-3,0.0,-2
COc1cccc(NC(=O)CSc2nnc(-c3cc(-c4ccccn4)nc4ccccc34)o2)c1,0,-1,-8,-8,0,2,7,0.2,-7
CCN(CC)C1CC(=O)N(c2cccc(C)c2)C1=O (configuration not stated),-5,-13,3,4,6,3,-15,1.7,-10

Continued.
SMILES	14-3-3 Bad inh	EBV gp42 block	Runt-SMMHC FRET	TbHK1 inh	Runt-CBFb FRET	Hck Nef HTS	Mdm2 ligase inh	zVAD death inh	NCF1 inh
COC(=O)CC/C(C)=N\Nc1ccc([N+](=O)[O-])cc1[N+](=O)[O-]	1	-12	0	-6	-3	1	-13	0.0	-7
Cc1nc2c(oc3ccc(Cl)cc32)c(=O)[nH]1	3	-11	-6	-6	3	8	-9	2.0	0
Cc1ccc(NC(=O)CCS(=O)(=O)c2ccc(Br)cc2)nc1	14	0	2	0	0	-1	-1	-0.1	-4
C=CCNc1nnc(SC2CC(=O)N(c3ccc(OC)cc3)C2=O)s1 (configuration not stated)	-8	-8	9	-4	14	0	-7	1.2	-6
O=c1ccn(Cc2ccccc2)cc1	-1	-25	2	-11	1	31	9	-0.1	-9
CCOc1ccc(S(=O)(=O)NCC2CCCO2)cc1 (configuration not stated)	91*	-7	-1	7	0	-4	-13	0.5	-5
Cc1ccc(-c2nc3ncccc3o2)cc1NC(=O)Cc1ccc(Cl)cc1	49[fluorescence artefact?]	-2	-10	-7	1	12	.	0.1	3
CCC(C)NC(=O)CC(NS(=O)(=O)c1ccc(C)cc1)c1ccc(OC)cc1 (configuration not stated)	1	-13	1	-7	-2	2	0	.	4
O=C(NCC1CCCO1)c1ccc2c(c1)OCO2 (configuration not stated)	2	-3	0	3	0	3	-4	-0.3	-8
Cc1nn(Cc2ccc(C(=O)O)o2)c(C)c1[N+](=O)[O-]	-11	-12	3	-1	5	17	4	7.0	1
CCC1CCCCN1C(=O)Cn1c(C(=O)OC)cc2ccsc21 (configuration not stated)	5[fluorescence artefact?]	4	-3	29	-3	2	2	0.5	2
Cc1ccc(-c2cc3cccc[n+]3cc2-c2ccc(C)cc2)cc1	-3	1	-4	-19	-3	0	-28	0.8	1
Cc1c(Cl)cccc1NC(=S)NCc1cccn1C	-2[fluorescence artefact?]	-9	-2	0	-2	8	3	-1.1	-10
O=C(c1cc(F)ccc1F)C1CCCN(C(=O)c2ccco2)C1 (configuration not stated)	2	-12	0	-12	-2	3	-18	-0.1	0
Cc1nn(Cc2ccc([N+](=O)[O-])cc2)c(=O)n1-c1c(F)cccc1F	-5	3	-1	-6	-1	0	6	-0.1	-6
Nc1cc(N)nc(SCC(=O)Nc2ccccc2)n1	-5	-20	1	0	-2	-6	1	-1.7	-2
